TcdB inh – inhibitors of Clostridioides difficile toxin B glycohydrolase | P18177 | TcdB glycohydrolase enzymatic assay, plate reader | inhibition, % at 9.99 µM | 350,000 tested, 0.24% active; in the data active = inhibition above about 10%
BoNT-F LC inh – BoNT F light chain protease inhibition; 360,000 tested, 0.22% active; AID 588497; inhibition, % at 10 µM; Multiplex microsphere protease cleavage assay, flow cytometry; in the data active = inhibition above about 35%, passing the limit was not always enough; inconclusive = no clear call, values can overlap the other calls; also: plate controls were buffer without enzyme for full effect and enzyme alone for no effect
PfHsp40 rescue – compounds rescuing yeast from Plasmodium falciparum HSP40 toxicity. S. cerevisiae expressing PfHsp40, growth rescue, ATP luminescence. growth rescue, % at 12.5 µM. 340,000 tested, 0.68% active; in the data active = growth rescue above about 28%, passing the limit was not always enough; inconclusive = no clear call, values can overlap the other calls;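 also: yeast W303a lacking pdr1 and pdr3 grown in galactose medium; growth measured after three days at 30 °C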
FadD28 FP inh – M. tuberculosis FadD28 bisubstrate binding inhibition; inhibition, % at 12.5 µM; FadD28 bisubstrate probe binding, fluorescence polarization; 360,000 tested, 0.22% active; in the data active = inhibition above about 8.5%, passing the limit was not always enough; inconclusive = no clear call, values can overlap the other calls
BoNT A protease – inhibitors of Botulinum neurotoxin A light chain protease; 360,000 tested, 0.17% active; AID 588499; inhibition, % at 10 µM; multiplex microsphere protease substrate cleavage, flow cytometry; also: plate controls were buffer without enzyme for full effect and enzyme alone for no effect
Yp Topo-I inh – blocks Yersinia pestis topoisomerase I activity. 360,000 tested, 0.064% active. activity, % at 10 µM. Y. pestis Topo-I cleavage product accumulation, plate reader. AID 504884; in the data active = activity above about 50%, passing the limit was not always enough; inconclusive = no clear call, values can overlap the other calls; also: inactives centre near 2
PrPC surface inh – cell surface PrPC inhibition, primary TR-FRET screen; inhibition, % at 13.8 µM; P04156; 370,000 tested, 0.43% active; AID 720596; TR-FRET read-out; in the data active = inhibition above about 24%; also: 0% = median of the test wells and 100% = reference compound wells
Anthrax LF prot – anthrax lethal factor protease inhibition; P15917; multiplex microsphere protease cleavage assay, LF; inhibition, % at 10 µM; 360,000 tested, 0.12% active; AID 588501; also: plate controls were buffer without enzyme for full effect and enzyme alone for no effect
Target sequence (P15917 whole entry, looked up): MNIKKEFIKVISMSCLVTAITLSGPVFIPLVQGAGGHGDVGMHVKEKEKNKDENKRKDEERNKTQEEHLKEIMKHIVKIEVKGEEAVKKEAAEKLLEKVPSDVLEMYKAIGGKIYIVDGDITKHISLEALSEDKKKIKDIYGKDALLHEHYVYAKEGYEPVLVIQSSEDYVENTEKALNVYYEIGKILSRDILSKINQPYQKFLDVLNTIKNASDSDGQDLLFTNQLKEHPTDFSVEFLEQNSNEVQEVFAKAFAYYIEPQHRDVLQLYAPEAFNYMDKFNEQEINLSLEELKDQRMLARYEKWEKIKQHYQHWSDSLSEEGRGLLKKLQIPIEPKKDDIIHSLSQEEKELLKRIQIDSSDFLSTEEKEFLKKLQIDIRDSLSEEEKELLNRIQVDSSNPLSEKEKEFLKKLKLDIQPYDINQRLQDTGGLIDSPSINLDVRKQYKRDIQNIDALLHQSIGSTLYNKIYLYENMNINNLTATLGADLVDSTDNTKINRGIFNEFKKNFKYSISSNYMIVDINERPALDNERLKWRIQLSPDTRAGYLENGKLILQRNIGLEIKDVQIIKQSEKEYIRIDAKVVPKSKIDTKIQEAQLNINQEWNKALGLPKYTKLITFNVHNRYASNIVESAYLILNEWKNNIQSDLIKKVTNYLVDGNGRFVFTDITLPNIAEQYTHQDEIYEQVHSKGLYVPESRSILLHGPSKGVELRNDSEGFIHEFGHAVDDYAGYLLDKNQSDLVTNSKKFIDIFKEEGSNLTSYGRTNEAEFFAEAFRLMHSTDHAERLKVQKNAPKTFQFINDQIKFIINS
CCHF vOTU inh – blocks the CCHF virus ovarian tumor domain protease; CCHFV vOTU protease, Pep-AMC fluorescence; inhibition, % at 11.5 µM; 370,000 tested, 0.55% active; AID 651958; in the data active = inhibition above about 30%; also: 0% = vehicle wells with enzyme and 100% = no enzyme wells
An asterisk follows results filed as active; ? = inconclusive; nt = no result given. Rule as the data show it, unless noted: active = inhibition above about 30%; inconclusive = no clear call, values can overlap the other calls; inactive = below that.

Sequence of screens – PrPC surface inh	CCHF vOTU inh	Anthrax LF prot	BoNT A protease	PfHsp40 rescue	TcdB inh	Yp Topo-I inh	BoNT-F LC inh	FadD28 FP inh
- NNC(=O)c1ccc(COc2ccccc2)cc1
→ 9.1	3.7	1.0	1.5	0.6	0.8	-1.1	-3.5	-2.4
- COc1cc(C(O)c2nc(-c3ccccc3OC)cs2)ccc1F (stereo not given)
→ -4.0	12.0	-2.4	0.0	nt	0.6	-3.8	0.9	-2.3
- CCn1cc(S(=O)(=O)CC(=O)N2CCc3ccccc32)c2ccccc21
→ 1.8	2.5	5.3	-0.6	1.1	3.3	14.5	-0.2	-2.5
- CCCCNC(=O)CCn1ccc2cc(S(=O)(=O)N3CCCC3)ccc21
→ -4.7	23.9	-3.1	1.9	0.4	-0.3	0.4	7.4	-2.0
- N#CCN1CCN(CCC(=O)Nc2ccc(OCc3ccccc3)cc2)CC1
→ -6.5	-5.7	1.8	-0.4	-0.8	nt	-2.2	-9.3	0.5
- CCc1ccc(N2C(=O)Nc3ccc(Br)cc3C2(O)C(=O)NCCN(C)C)cc1 (stereo not given)
→ -12.8	-4.1	0.9	-3.0	-0.8	0.6	-0.6	-28.3	-2.4
- Cc1nn(-c2ccccc2)c(C)c1NC(=O)c1cccs1
→ 6.0	-0.4	-1.5	0.5	0.1	nt	-6.0	6.1	-0.2
- Cc1ccc(C)c(OCC(=O)NCC(C)C)c1C
→ -0.5	6.5	-0.3	-0.8	-0.9	0.5	1.4	0.7	0.2
- COc1ccc(OCC(=O)Nc2ccc(C)cc2)cc1
→ 7.7	0.4	-11.6	0.4	-0.5	nt	1.3	-2.8	-1.2
- COc1ccc(Nc2ncnc3c2cnn3Cc2ccccc2)cc1OC
→ 20.9	10.7	-6.0	-1.7	0.0	nt	1.0	-7.7	2.0
- COc1ccc(CCn2c(S)nc3ccccc3c2=O)cc1
→ -6.8	4.6	-1.2	1.8	-2.2	0.3	-0.4	-10.4	0.6
- CCCN1C2CCCC1CC(NC(=S)Nc1cc(C)ccc1C)C2 (stereo not given)
→ -3.6	7.5	4.3	-0.7	-0.7	nt	-0.1	-3.1	-2.7
- COc1ccccc1NC(=O)CS(=O)(=O)c1cn(CC(=O)N(C(C)C)C(C)C)c2ccccc12
→ -5.6	9.0	-1.1	-0.1	-1.9	1.1	19.3	1.5	-1.6
- CC(C)CCNC(=O)CN(Cc1cccs1)C(=O)CCC(=O)Nc1nccs1
→ -1.3	-6.1	-3.1	-0.3	1.9	0.2	4.5	-1.5	-3.0
- Cc1cc(C)nc(NC(=O)c2ccc(Cl)c([N+](=O)[O-])c2)n1
→ -20.0	-3.1	5.6	-0.2	-0.2	1.0	-0.6	-3.6	-2.9
- O=C(N=C1SC2CS(=O)(=O)CC2N1c1ccc(F)c(Cl)c1)C1CC1 (stereo not given)
→ 8.0	5.1	-4.0	-1.1	0.8	2.0	-6.0	1.2	-1.1
- O=C(/C=C/c1ccccc1)N1CCN(CC(O)COc2ccccc2)CC1 (stereo not given)
→ -5.0	9.8	-3.3	-0.6	-1.8	nt	21.9	2.9	-1.5
- O=C(O)Cn1c(-c2ccccc2)nc2ccccc21
→ -8.3	7.4	-3.1	-1.0	-1.1	nt	3.6	-22.0	-0.4
- CC(=NCCc1c[nH]c2ccccc12)c1c(O)n(Cc2ccccc2)c(=O)[nH]c1=O
→ 0.6	-1.5	1.9	-0.4	0.9	1.0	35.9	?	-5.2
- Cc1cc(C)c(C(=O)Nc2ccc(S(=O)(=O)Nc3ccccn3)cc2)c(C)c1
→ -3.3	7.8	0.4	-3.3	0.0	0.5	5.0	-9.9	0.4
- C/C(N)=C(/C#N)C(=O)COC(=O)C1CSC2(c3ccc(F)cc3)CCC(=O)N12 (stereo not given)
→ -0.7	-2.3	2.2	-0.5	0.0	-0.5	-6.8	5.7	-3.2
- Cc1cccc(-c2nnc(SCC#N)n2-c2ccccc2)c1
→ -4.1	7.6	-1.4	-0.2	-0.5	nt	2.4	10.7	-0.9
- O=c1[nH]c(CN2CCN(c3ccc(F)cc3)CC2)nc2ccccc12
→ 1.9	1.3	1.4	-0.1	-0.8	nt	-8.8	1.9	-3.5
- CC(C)(C)S(=O)N1Cc2cc(=O)n(Cc3ccccc3)c(CCO)c2[C@H]1CCO (stereo not given in full)
→ -7.1	1.0	-3.1	-0.3	0.3	1.2	2.2	2.8	0.0
- COC(=O)[C@@H]1[C@@H](C)OC(=O)N[C@H]1c1ccccc1
→ 0.4	-5.0	4.2	0.1	-0.7	0.0	-2.7	-1.6	-1.4
- CC(C)(C)NC(=O)Nc1nnc(SCC(=O)NC2CCCCC2)s1
→ 3.9	11.0	-2.6	0.7	-0.7	1.1	0.7	-2.9	-3.0
- COc1ccc(NC(=O)C(Cc2ccccc2)n2cccc2)c(OC)c1 (stereo not given)
→ 20.6	-2.6	6.8	0.1	2.3	-1.2	13.5	-1.0	-1.1
- CC(=O)NC(CCS(C)(=O)=O)C(=O)Nc1cccc(Cl)c1Cl (stereo not given)
→ 0.1	0.4	-0.7	-0.9	-0.1	1.5	4.3	-8.2	0.2
- CON(C)c1nc(OCCNC(=O)COc2ccc(Cl)cc2C)nc(N(C)C)n1
→ 0.2	3.9	-5.5	-1.1	0.9	nt	33.2	-11.7	-1.2
- O=C(N/N=C/c1cccc(OC(=O)c2cccc(Br)c2)c1)c1ccncc1
→ -1.1	-0.4	-2.5	-1.5	0.2	1.9	27.0	-11.2	-7.3
- CC(C)(C)n1nnnc1CN1C2CCC1CC(NC(=O)Nc1ccccc1)C2 (stereo not given)
→ -7.1	-5.9	0.1	0.8	1.3	nt	-2.4	-1.0	0.6
- OCCC1CN(Cc2cccc(O)c2)CCN1CCc1ccccc1 (stereo not given)
→ -3.2	-3.5	1.7	-0.4	-0.2	0.4	-7.6	0.0	-1.0
- c1ccc2c(c1)ccc1nnc(SCc3ccc4c(c3)OCCO4)n12
→ -9.9	-9.1	-4.9	-0.4	0.3	2.8	21.3	0.9	-5.9
- Fc1ccc(/C=N/NC(=S)Nc2ccc(Cl)cc2)cc1F
→ 2.9	10.3	-5.9	-1.3	2.1	nt	1.2	-13.4	-0.7
- Cc1ccc(/C=N/NC(=O)c2nnn(-c3nonc3N)c2C(C)C)s1
→ -3.4	6.2	1.5	0.0	0.4	1.1	5.7	0.0	-2.1
- Cc1ccc(NCc2ccc(Cl)nc2)c(NCc2ccc(Cl)nc2)c1
→ -4.7	-2.3	-3.6	-1.4	2.5	-1.7	14.5	-11.8	-2.9
- CCOC(=O)NC(Nc1nnc(C)s1)(C(=O)OCC)C(F)(F)F (stereo not given)
→ 2.7	0.2	-3.7	-0.1	-1.0	nt	2.9	-1.7	-2.6
- Cc1noc(C)c1C(=O)Nc1sc2c(c1C(N)=O)CCC2
→ 0.1	-6.5	-4.8	0.3	0.5	nt	-7.8	8.2	-3.2
- CC1CCc2ccccc2N1CC(=O)Nc1cccc(S(=O)(=O)N2CCCC2)c1 (stereo not given)
→ 6.8	-2.5	-2.1	-3.1	0.4	1.1	-3.8	-7.9	-0.2
- CCOc1ncccc1C(=O)OCC(=O)NC1CCCCC1
→ -8.8	2.8	-1.5	0.1	-0.9	-1.7	4.5	-4.8	-3.2
- Cn1c(=O)n(C)c2cc(NC(=O)c3cc4ccccc4o3)ccc21
→ 8.5	10.3	-0.6	-0.4	3.2	nt	-1.0	-6.7	-0.7
- CCc1nc2c(OCc3cccc(Cl)c3)cccn2c1N(C)C(=O)C1CC1
→ nt	nt	-3.2	-0.2	nt	nt	24.9	-6.0	-5.1
- C/C(=N\NC(=O)C1CC1(C)c1ccccc1)c1ccco1 (stereo not given)
→ -0.4	-9.1	-2.6	-1.7	-1.0	nt	4.0	-8.9	0.2
- Nn1c(SCC(=O)NCCC2=CCCCC2)nnc1C1CCCCC1
→ 5.9	1.5	-3.3	1.1	-0.2	nt	-4.5	0.8	-3.3
- O=C(O)Cn1nnnc1SCC(=O)Nc1ccc(OC(F)(F)F)cc1
→ -0.6	1.4	-0.6	0.0	0.1	nt	5.5	?	-1.8
- O=C(CS(=O)(=O)c1cn(Cc2ccc(F)cc2)c2ccccc12)N1CCOCC1
→ -1.3	-0.5	-5.9	0.5	0.3	1.2	-8.4	-3.5	-0.1
- O=C(O)c1c(NC(=O)c2cccc3ccccc23)sc2c1CCC2
→ 0.1	-2.3	-11.6	0.3	-1.5	nt	-2.8	-0.5	1.9
- N#Cc1cncc(C#Cc2ccccc2)c1
→ -4.1	-12.9	-15.5	-3.9	0.7	1.1	7.1	?	-4.6
- O=[N+]([O-])c1ccc(Nc2ccccc2)c2nonc12
→ -30.2	7.1	4.6	5.5	-0.9	-0.4	-1.3	11.3	-0.9
- CCN(CC)S(=O)(=O)c1cccc(C(=O)Nc2sc3c(c2C(N)=O)CCCC3)c1
→ -2.1	1.0	-1.1	-1.4	0.0	nt	-1.0	-2.6	-0.9
- O=C(N/N=C/c1c[nH]c2ccccc12)C1CC(=O)N(c2ccccc2)C1 (stereo not given)
→ 1.4	13.8	-1.2	-0.2	-1.1	1.0	-10.4	-3.6	-1.9
- CCOc1ccc(CCNC(=O)c2cccc(C#N)c2)cc1OCC
→ -7.6	8.7	-0.7	-0.1	-1.0	1.7	3.4	-3.2	0.7
- O=C(O)C1CCc2nc(NCc3ccccc3)nc(NCc3ccccc3)c2C1 (stereo not given)
→ -3.2	-5.4	4.3	0.3	0.0	1.2	7.1	1.4	-2.3
- O=C(Nc1ccc(F)c(Cl)c1)C1CCN(c2ncnc3c2nc2n3CCCCC2)CC1
→ 3.5	11.5	0.4	0.9	-1.0	0.2	1.0	-2.0	-12.9
- Cc1nn(C)c(C)c1NC(=O)COc1ccc(Cl)cc1Br
→ 6.0	-5.0	-3.8	-2.8	-0.5	-0.3	1.4	-7.7	-0.5
- Cc1ccsc1C(=O)N[C@@H](C)c1nnc2ccccn12
→ 3.8	12.0	-1.2	-0.6	0.2	-0.9	2.3	0.0	0.1
- CC(/C=N/NC(=O)c1cc(-c2cccs2)[nH]n1)=C\c1ccccc1
→ 2.4	-0.1	-0.7	1.3	-0.7	0.8	22.4	4.8	-5.4
- O=C(CN(Cc1ccccc1)S(=O)(=O)c1ccc(F)cc1)NCc1ccccn1
→ -4.4	1.1	-6.4	0.9	-0.6	0.8	5.4	-18.7	-0.7
- COc1cc(C(=O)OCC(=O)Nc2cc(-c3cc(C)c(C)cc3C)nn2-c2ccccc2)cc(OC)c1OC
→ 0.7	-5.4	0.9	-0.1	3.0	-0.5	7.9	0.1	0.7
- CC(C)=CC(=O)Nc1ccc2c(c1)OCO2
→ 0.4	-0.7	-3.6	-0.5	2.0	nt	10.0	-8.8	-1.3

New compounds follow.
Sequence of screens – PrPC surface inh	CCHF vOTU inh	Anthrax LF prot	BoNT A protease	PfHsp40 rescue	TcdB inh	Yp Topo-I inh	BoNT-F LC inh	FadD28 FP inh
- COc1ccc2[nH]c(=O)c(C(=O)O)cc2c1
→ -4.9	-55.4	-4.9	-0.7	-0.6	-0.6	8.3	-2.2	-2.4
- COc1ccc(CCNC2CCCCC2)cc1OC
→ 1.9	1.4	-0.1	-0.5	1.0	-0.4	-0.3	-3.3	-2.3
- CC(Oc1ccc(C#N)cc1)C(=O)NC1CCCC1 (stereo not given)
→ 1.5	2.2	-3.2	-0.2	-0.4	0.0	7.5	2.2	-0.5
- CCn1c(SCC(=O)NC2CC2)nnc1-c1cccs1
→ -0.3	-4.4	2.3	2.9	-0.6	0.8	6.1	7.1	-2.8
- Cc1c(CCC(=O)NCCCN2CCCC2=O)c(=O)oc2cc(O)ccc12
→ 1.1	-289.0	2.4	-0.2	-0.3	1.2	2.7	-4.8	-2.1

Part of the list above, reduced to PfHsp40 rescue.
SMILES,PfHsp40 rescue
COc1ccc(CCNC2CCCCC2)cc1OC,1.0
CC(Oc1ccc(C#N)cc1)C(=O)NC1CCCC1 (stereo not given),-0.4

Looked up by structure from the entries so far, 2 records:
Sequence of screens – PrPC surface inh	CCHF vOTU inh	Anthrax LF prot	BoNT A protease	PfHsp40 rescue	TcdB inh	Yp Topo-I inh	BoNT-F LC inh	FadD28 FP inh
- CC(Oc1ccc(C#N)cc1)C(=O)NC1CCCC1 (stereo not given)
→ 1.5	2.2	-3.2	-0.2	-0.4	0.0	7.5	2.2	-0.5
- Cc1c(CCC(=O)NCCCN2CCCC2=O)c(=O)oc2cc(O)ccc12
→ 1.1	-289.0	2.4	-0.2	-0.3	1.2	2.7	-4.8	-2.1
